Bioassay records deposited in PubChem by Sanford-Burnham Center for Chemical Genomics.
H9c2 TAG inh = inhibitors of triacylglycerol accumulation, primary screen, cell-based, uHTS, fluorescence, H9c2 | H9c2 cells, Nile Red lipid (TAG) fluorescence; cells loaded with 200 µM oleic acid | inhibition, % at 12.5 µM | AID 651582, 2012 | actives 0.66% (n = 230,000);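 active = pattern-corrected inhibition of lipid staining of at least 50% with the nuclear-stain viability signal not falling by more than 50%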;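 note: 0% = DMSO wells and 100% = triacsin C control wells; some results filed as inactive read as strong as hits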
H9c2 TAG inh DAPI viability = also measured in H9c2 TAG inh; calls as there; DAPI nuclei signal change (viability), lower = more cytotoxic, %;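 whole-well DAPI fluorescence read on a plate reader as a viability signal; minus 50 percent equals half of cells still viable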
Active calls of the source: *; & = joins results of further samples. A portion of the library, so the mix of outcomes need not match the whole.

Screens in order: H9c2 TAG inh DAPI viability, H9c2 TAG inh
Cc1cc(C)c(N2C(=NC(=O)CCCC(=O)O)SC3CS(=O)(=O)CC32)c(C)c1 (configuration not stated)
 : 18, -21
O=P(O)(O)c1cc(-c2ccccc2)oc1-c1ccccc1
 : -2, 6
O=C(CN1C(=O)NC2(CCCCCC2)C1=O)NC1CC1
 : -5, 9
CCN(CC)c1ccc(C(=O)OCC(=O)N(C)Cc2ccccc2)cc1
 : 1, 30
Cc1ccc(C(=O)NCC(C)NC(=O)c2ccc(C)c([N+](=O)[O-])c2)cc1[N+](=O)[O-] (configuration not stated)
 : 3, 4
O=C(NC1CCCCCC1)c1cc2n(n1)C(C(F)(F)F)CC(c1ccco1)N2 (configuration not stated)
 : 3, 6
CCN(CC(=O)Nc1c(F)cccc1F)C(=O)C1CC(=O)N(CCc2ccc(OC)c(OC)c2)C1 (configuration not stated)
 : -2, -34
CCCn1c(C)cc(/C=C(\C#N)C(=O)OCC(=O)Nc2cccc(S(N)(=O)=O)c2)c1C
 : 0, 13
CC(C)[C@H](NC(=O)c1ccccc1Cl)C(=O)Nc1ccc(S(=O)(=O)Nc2nccs2)cc1
 : -4, -14
Cc1sc2c(c1C)c(=O)nc1scc(CC(=O)O)n12
 : 1, -1
CN(C)C(CNC(=O)CNC(=O)c1ccc(Br)cc1)c1ccccc1 (configuration not stated)
 : -5, 14
Cc1cccn2c(=O)c3cc(C#N)c(=NC(=O)c4ccccc4)n(Cc4ccco4)c3nc12
 : 11&4, 7&13
C[C@H](NC(=O)c1[nH]cnc1C(=O)Nc1ccc(Cl)cc1)c1ccccc1
 : 10, 10
O=c1c2[nH]c3ccc(F)cc3c2ncn1CCN1CCN(Cc2ccccc2)CC1
 : -1, 10
O=C(NNC(=S)NCc1ccc(Cl)cc1)c1ccc(Br)o1
 : 6, 5
COc1cccc(OC)c1C(=O)N1CCN(Cc2ccccc2C)CC1
 : -7, -7
O=C(c1ccc(-c2ccccc2Cl)o1)N1CCC1
 : 6, 16
CC(=O)Oc1ccccc1C1OC(=O)c2ccccc2N1C(C)=O (configuration not stated)
 : 12, 7
O=C(Nc1ccc(F)cc1F)NC1CCN(Cc2c(F)cccc2Cl)CC1
 : -4, -1
COc1cc(C2C3=C(COC3=O)OC(C)(C)Oc3cc4c(cc32)OCO4)cc(OC)c1OC (configuration not stated)
 : -19, 27

Single records, as listed above. Order of values: H9c2 TAG inh DAPI viability, H9c2 TAG inh
O=C(Nc1ccc(F)cc1F)NC1CCN(Cc2c(F)cccc2Cl)CC1 is listed as -4, -1
Cc1ccc(C(=O)NCC(C)NC(=O)c2ccc(C)c([N+](=O)[O-])c2)cc1[N+](=O)[O-] (configuration not stated) is listed as 3, 4
Cc1cccn2c(=O)c3cc(C#N)c(=NC(=O)c4ccccc4)n(Cc4ccco4)c3nc12 is listed as 11&4, 7&13
CCN(CC(=O)Nc1c(F)cccc1F)C(=O)C1CC(=O)N(CCc2ccc(OC)c(OC)c2)C1 (configuration not stated) is listed as -2, -34
O=C(NC1CCCCCC1)c1cc2n(n1)C(C(F)(F)F)CC(c1ccco1)N2 (configuration not stated) is listed as 3, 6

The results go on:
Screens in order: H9c2 TAG inh DAPI viability, H9c2 TAG inh
COc1cccc(NC(=O)N2C3CCCC2CC(NC(C)=O)C3)c1 (configuration not stated)
 : 5, 1
O=C1CSc2ccc(C(=O)O)cc2N1
 : 2, 1
CCNS(=O)(=O)c1ccc(CCC(=O)NCc2ccccc2)cc1
 : -14, 4
CN(C)c1ccc(/C=N/N2CCN(c3ccccn3)CC2)cc1
 : -5, 4
COc1cc(CN2C(=O)C(NC(=O)c3ccco3)(C(F)(F)F)C3=C2CC(C)(C)CC3=O)cc(OC)c1 (configuration not stated)
 : -7, -9
Cc1cc(C(=O)COC(=O)c2ccc(N)c([N+](=O)[O-])c2)c(C)n1Cc1ccc2c(c1)OCO2
 : 6, -18
CCCn1c(NC(=O)c2cccc(C)c2C)nc2ccccc21
 : 4, -6
CSCCC(NS(=O)(=O)c1ccc(Cl)cc1)C(=O)OCC(=O)N1CCCc2ccccc21 (configuration not stated)
 : -6, -7
CCOc1ccc(C(F)(F)F)cc1NC(=O)COc1ccc(C(F)(F)F)cc1[N+](=O)[O-]
 : -10, 10
COc1ccc(NS(=O)(=O)c2cccs2)cc1S(=O)(=O)N1CCCCC1
 : -1, 6
O=C(NCc1cccnc1)c1ccc(Cl)c(S(=O)(=O)N2CCOCC2)c1
 : 1, 7
CCCCN(C(=O)c1cc(Cl)nc2ccccc12)c1c(N)n(CCC)c(=O)[nH]c1=O
 : 10, -7
COc1cc(-c2nnc3n2N=C(c2ccccc2)CS3)cc(OC)c1OC
 : -25*, 90*
Cc1ccc(S(=O)(=O)N2C[C@@H]3[C@H]4CC[C@H](C4)[C@@H]3[C@@H](C)[C@@H]2c2ccn(Cc3ccccc3)c2)cc1
 : -9, -3
Cc1nc(N2CCN(Cc3ccccc3)CC2)nc2c1C(=O)CC(C)C2 (configuration not stated)
 : 10, 5
O=C(CC(c1ccccc1)c1ccccc1)Nc1nn[nH]n1
 : -12, 17
Cc1ccc(N(CCO)C(=S)Nc2ccccc2)cc1
 : -6, 5
CN(C)CCCn1c(=O)n(Cc2ccco2)c(=O)c2c3c(sc21)CCCCC3
 : -1, 23
Clc1ccc2nc(-c3ccncc3)cc(-c3ccccc3)c2c1
 : -5, 16
CCc1ccc(OCC(=O)OCC(=O)NCCNC(=O)COC(=O)COc2ccc(CC)cc2)cc1
 : -6, 10
Nc1cccc2cc(S(=O)(=O)O)ccc12
 : 2, -12
CC(C)(C)NC(=S)NC1CC1
 : -14, 10
CCCCN(C=O)c1c(CC)nc2c(OCC(=O)c3ccc(F)cc3)cccn12
 : 0, -27
C=CCOc1ccc(/C=C/C(=O)OCC(=O)NC(C)c2ccc(F)cc2)cc1 (configuration not stated)
 : -1, 6
O=C(Nc1cc2c3c(c1)CC(=O)N3CCC2)c1ccc(Br)cc1
 : -3, 21
CS(=O)(=O)N1CCc2cc(C(=O)Nc3ccc(Cl)cc3)ccc21
 : -3, -1
CC(=O)c1sc(Nc2nc3cc4c(cc3s2)OCO4)nc1C
 : 4, 3
CCOC(=O)CN(C(=O)COC(=O)C1(c2ccccc2)CC1)c1ccc(F)cc1
 : -5, -2
Cc1cccc(OC(=O)c2cccnc2)c1C
 : -3, -2
CC(=O)NC(CC(=O)OCC(=O)Nc1cc(S(=O)(=O)N2CCCCC2)ccc1C)c1ccccc1 (configuration not stated)
 : -2, 10
COc1ccc(OC)c(-c2csc(NC(=O)C3COc4ccccc4O3)n2)c1 (configuration not stated)
 : -1, -1
CN(Cc1nc2ccccc2n1C)S(=O)(=O)c1ccc(Cl)cc1
 : -13, 14
Cc1cc(-c2nc3ncccc3o2)ccc1NC(=S)NC(=O)c1ccco1
 : 12, -10
CC1(c2nnc(-c3ccc(F)cc3)o2)CC(c2cccc(Cl)c2)=NO1 (configuration not stated)
 : 5, -3
CCOc1ccc(OCC)c(NC(=O)CN2CCN(C(=O)c3ccco3)CC2)c1
 : 1, 7
CCOC(=O)c1cc(-c2ccc(N3CCOCC3)cc2)nn1-c1ccccc1C(=O)O
 : 10, 4
Cc1ccc(/C=N/N2CCN(Cc3ccc(C)cc3)CC2)cc1
 : 5, 1
O=C(c1ccccc1)c1ccc(OCC(O)CN2CCCC2)cc1 (configuration not stated)
 : 6, -6
Cc1ccc(S(=O)(=O)N/N=C/c2ccc(OCC(=O)N3CCOCC3)cc2)cc1
 : 8, -6
O=C(COC(=O)c1ccc(Cl)c(S(=O)(=O)N2CCCCC2)c1)NC1CCCCC1
 : -6, 0

Reprinted at random: three records from the list
Screens in order: H9c2 TAG inh DAPI viability, H9c2 TAG inh
CS(=O)(=O)N1CCc2cc(C(=O)Nc3ccc(Cl)cc3)ccc21
 : -3, -1
CCCCN(C=O)c1c(CC)nc2c(OCC(=O)c3ccc(F)cc3)cccn12
 : 0, -27
CN(C)CCCn1c(=O)n(Cc2ccco2)c(=O)c2c3c(sc21)CCCCC3
 : -1, 23

(cont.)
Screens in order: H9c2 TAG inh DAPI viability, H9c2 TAG inh
O=C(c1cccc(S(=O)(=O)NCc2ccccc2)c1)N1CCCC(C(F)(F)F)C1 (configuration not stated)
 : -3, -11
CCOC(=O)C1(C)CCN1C(=O)COc1ccc(C(C)(C)C)cc1 (configuration not stated)
 : 4, -18
O=CN1c2ccccc2CSc2ccccc21
 : 8, -10
COc1ccccc1N1CCN(C(=O)c2ccc(CN3CCOCC3)cc2)CC1
 : -3, 5
Cc1c(NC(=O)c2ncn[nH]2)cccc1-c1nc2ccccc2s1
 : 5, 9
CCCC1(C)C(C#N)C(=O)NC(=O)C1C#N (configuration not stated)
 : 5, 9
CC1CCC/C(=C\Nc2ccc(C(=O)O)cc2)C1=O (configuration not stated)
 : 1, -4
C=CCn1c(=O)/c(=C2/SC(C)=C(C)N2CC)s/c1=C1/C(=O)N(CC)C(=S)N1c1ccccc1
 : 0, -9
CC(C)N(C(=O)Cn1cc(S(=O)(=O)CC(=O)NC2CCCCC2)c2ccccc21)C(C)C
 : -22, 10
Cc1ccc2nc(N(CCCN(C)C)C(=O)CS(=O)(=O)c3ccccc3)sc2c1
 : 8, 5
CSCCC(NC(=O)c1ccco1)C(=O)NCCc1ccc(F)cc1 (configuration not stated)
 : -6, -1
CN(C)CCNc1cc(-c2ccncc2)nc2ccccc12
 : 28, 11
O=C(Nc1ccc2c(c1)OCO2)C1CCN(C(=O)c2ccc(Br)cc2)CC1
 : -14, 4
CSc1sc(C(=O)NNC(C)=O)c2c1C1(CCC2)SCCS1
 : 1, 8
COc1ccc(OC)c(C2CC(=O)NC(SC)=C2C#N)c1 (configuration not stated)
 : 1, -8
CC(OC(=O)c1ccc2c(=O)n3c(nc2c1)CCC3)C(=O)Nc1ccc(C(N)=O)cc1 (configuration not stated)
 : -1, 22
CCCN(CC1CC1)C(=O)CCc1nnc(CCc2c[nH]c3ccccc23)o1
 : 4, -11
N#CC1=CN(Cc2ccccc2)C=C(/C=N/Nc2ccccc2)C1
 : 5, -6
CCOC(=O)N1C2=NC(C(=O)OC)=C(C(=O)OC)[C@@H]3Nc4ccccc4[C@]23C[C@H]1C(=O)OC
 : -6, -5
COC(=O)NNC1=CC(=O)CC(C)(C)C1
 : -5, 7
COc1ccccc1NC(=O)Nc1ccc(-n2ccc(C(F)(F)F)n2)cc1
 : 1, -4
COc1cc(/C=N/NC(=S)NC2CC3CC2C2C=CCC32)ccc1O (configuration not stated)
 : 1, 7
O=C1OC(c2ccccc2)Cc2cc(C(=O)N3CCN(c4ccc(F)cc4)CC3)ccc21 (configuration not stated)
 : 7, 4
CNC(=S)NNC(=O)c1c(C)nc2cc(C)ccn12
 : 2, 0
CCCC1CC(C)(/C(C)=N\NC(N)=S)OC1=O (configuration not stated)
 : 0, -16
CCOC(=O)c1c(C)[nH]c(C(=O)NCc2ccccn2)c1C
 : 2, 4
CC[C@@]12C(=O)N(c3ccc(OC)cc3)C(=O)N1[C@H](c1cccc(C)c1)[C@@H]1C(=O)N(Cc3ccccc3)C(=O)[C@@H]12
 : -16, 11
CCn1c(SCc2ccc(C(=O)OC)o2)nnc1-c1c[nH]c2ccccc12
 : -3, 13
O=C(CSC1=NS(=O)(=O)c2cc(F)ccc2N1)NCc1ccc(F)cc1
 : 0, 14
CCOC(=O)C1C(=O)CC(C)(O)C(C(=O)OCC)C1c1ccc(OC)cc1 (configuration not stated)
 : 6, -23
COCCNc1ccc(N2C(=O)CCCC2=O)cc1[N+](=O)[O-]
 : -7, 9
CSc1ccc(/C=C(/NC(=O)c2ccco2)C(=O)N2CCOCC2)cc1
 : 5, -9
O=C1NC(c2ccccc2)=C(c2ccc3ccccc3n2)C(c2ccc(F)cc2)N1 (configuration not stated)
 : 7, -20
NC(Cc1ccc(Cl)cc1)c1csc(Nc2cc(NCCCO)ncn2)n1 (configuration not stated)
 : 1, 30
Cc1nc2ccc([N+](=O)[O-])cc2s1
 : -4, 2
CN(C)CCNC(=O)C1CCCNC1=O (configuration not stated)
 : 0, -3
CCOc1cc(/C=C2\NC(=O)NC2=O)ccc1OC(C)C(=O)O (configuration not stated)
 : 6, 4
COC(=O)C1CCN(C(=O)Cc2c(OC)ccc3cc(Br)ccc23)CC1
 : -6, 3
CC(C)(C)c1ccc(OCC(=O)OCCNC(=O)c2cccnc2)cc1
 : 5, -3
Cc1ccc(NC(=O)CCC(=O)NNC(=O)C(C)(C)C)c(C)c1
 : -15, 2
O=C(CSc1nc2ccccc2[nH]1)Nc1c(F)cccc1F
 : -8, 0
CCOC(=O)Cn1c(=O)oc2cc(S(=O)(=O)N3CCn4c3nc3ccccc34)ccc21
 : -8, 2
CN1CCC(=C2c3ccccc3Sc3ccccc32)CC1
 : -2, 8
COc1ccc(CNC(=O)C[C@H]2C[C@H](C(=O)N3CCCCC3)[C@@]3(CCc4ccccc4)c4[nH]c5cc(-c6ccco6)ccc5c4CCN3C2=O)cc1OC
 : 7, 44
COc1ccc(N2CCN(C(=O)c3ccccc3NC(=O)c3ccccc3)CC2)cc1
 : 1, -30
C=CCN([C@H](C(=O)OC)C(C)C)S(=O)(=O)CCNCc1ccccc1
 : 6, 4
CC(=O)Oc1c(C)c(C)c2c(c1C)CCC(C)(CCCC(C)CCCC(C)CCCC(C)C)O2 (configuration not stated)
 : -2, -3
